Screening results as filed in PubChem.
Tb MetRS inh: T. brucei MetRS inhibitors, primary screen, biochemical, luminescence. purified T. brucei MetRS, ATP depletion, Kinase-Glo luminescence. inhibition, % at 11.9 µM. 0.4% of 360,000 active;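 active means inhibition above a per-plate cutoff of the control wells' mean inhibition plus 3 SD, cut at about 5.5% in these data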;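 further: 0% = DMSO wells median and 100% = median of wells with control inhibitor compound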
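System: purified T. brucei MetRS enzyme / Detection: Kinase-Glo luciferase luminescence reporting remaining unconsumed ATP / Medium: HEPES buffer with MgCl2, KCl, DTT, spermine, BSA, pyrophosphatase / Replication: singlicate, one well per compound / Evaluation: percent inhibition relative to median high and low control wells / Schedule: 2 h aminoacylation at 25 °C after 15 min preincubation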
DNMT1 block: human DNMT1 methyltransferase inhibitors, primary screen, biochemical, molecular beacon, fluorescence, HinP1I cleavage, uHTS. inhibition (reported as % activation of signal), % at 10 µM. 0.83% of 360,000 active; in the data active means inhibition above about 50%
Target sequence (P26358 504-1616 limits assumed): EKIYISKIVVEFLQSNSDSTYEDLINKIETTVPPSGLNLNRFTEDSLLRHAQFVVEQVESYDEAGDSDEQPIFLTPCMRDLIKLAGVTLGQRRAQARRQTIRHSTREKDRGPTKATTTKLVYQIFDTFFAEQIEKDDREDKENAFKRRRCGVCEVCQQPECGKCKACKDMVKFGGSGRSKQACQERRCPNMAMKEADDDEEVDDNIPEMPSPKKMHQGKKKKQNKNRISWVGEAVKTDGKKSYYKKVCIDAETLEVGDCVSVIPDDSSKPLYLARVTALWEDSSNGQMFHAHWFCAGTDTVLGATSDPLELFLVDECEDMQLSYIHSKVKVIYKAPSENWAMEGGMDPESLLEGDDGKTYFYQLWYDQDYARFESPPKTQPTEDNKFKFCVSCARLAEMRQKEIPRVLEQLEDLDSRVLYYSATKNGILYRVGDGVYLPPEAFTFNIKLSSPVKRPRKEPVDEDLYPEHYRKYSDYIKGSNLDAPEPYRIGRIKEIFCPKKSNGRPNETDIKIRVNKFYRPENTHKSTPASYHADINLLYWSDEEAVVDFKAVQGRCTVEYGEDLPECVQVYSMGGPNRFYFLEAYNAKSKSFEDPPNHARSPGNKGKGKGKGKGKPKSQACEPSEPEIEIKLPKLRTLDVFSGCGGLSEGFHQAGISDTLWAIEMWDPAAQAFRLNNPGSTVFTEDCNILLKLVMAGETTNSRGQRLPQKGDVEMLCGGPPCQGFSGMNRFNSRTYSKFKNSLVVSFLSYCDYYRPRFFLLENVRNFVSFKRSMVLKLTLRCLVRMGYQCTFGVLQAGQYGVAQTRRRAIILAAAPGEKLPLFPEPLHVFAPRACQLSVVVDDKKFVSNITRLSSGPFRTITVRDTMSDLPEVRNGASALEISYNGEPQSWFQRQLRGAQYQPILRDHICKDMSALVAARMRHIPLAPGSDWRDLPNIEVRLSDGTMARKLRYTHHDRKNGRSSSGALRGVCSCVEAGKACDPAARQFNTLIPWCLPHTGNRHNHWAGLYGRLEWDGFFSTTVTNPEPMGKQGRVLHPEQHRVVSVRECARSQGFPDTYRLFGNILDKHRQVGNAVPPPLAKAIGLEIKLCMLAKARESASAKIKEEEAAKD
MLLE-PAM2 inh: inhibitors of PABP1 MLLE–PAM2 peptide binding, primary screen, biochemical, fluorescence polarization, FITC-PAM2, GST-MLLE; Polyadenylate-binding protein 1 (Homo sapiens), P11940; inhibition, % at 20 µM; 0.36% of 360,000 active; AID 588489, 2011; in the data active means inhibition above about 35%, passing the limit was not always enough;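 further: plate controls were DMSO wells with GST-MLLE for no effect and wells lacking GST-MLLE protein for full effect; some results filed as inactive read as strong as hits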
STEP inh: STEP phosphatase inhibitors, primary screen, biochemical, fluorescence intensity, uHTS; Tyrosine-protein phosphatase non-receptor type 5 (Homo sapiens), P54829; inhibition, % at 20 µM; recombinant STEP, OMFP fluorogenic substrate; 0.25% of 360,000 active;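 active means inhibition at 20 µM, scaled per plate between control wells, above about 37%, limit read from the data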;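 further: 0% = DMSO with enzyme and substrate and 100% = substrate only without enzyme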
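System: STEP phosphatase, cell-free reaction; Buffer or medium: Bis-Tris pH 6.0 buffer with DTT, detergent; Incubation: 20 min at room temperature, dark; Measured by: fluorescence, 480/540 nm.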
LMPTP block: LMPTP phosphatase inhibitors, primary screen, biochemical, fluorescence intensity, uHTS | Low molecular weight phosphotyrosine protein phosphatase (Homo sapiens), P24666 | AID 651560, 2012 | recombinant LMPTP-A, OMFP fluorogenic substrate | inhibition, % at 20 µM | 0.22% of 360,000 active;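 active means compounds that cut the enzyme signal by at least half of the control window in the single-dose screen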;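 further: plate controls were DMSO wells with enzyme plus substrate for no effect and substrate without enzyme for full effect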
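Material: LMPTP-A; amount: 0.625 nM enzyme; doses: single 20 µM dose; times: reaction 50 min, room temperature, dark; technique: fluorescence intensity of OMFP turnover product; benchmarks: no-enzyme and uninhibited controls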
CSN inh: inhibitors of CSN-mediated cullin deneddylation, primary screen, biochemical, fluorescence polarization, uHTS; Purified CSN, SCF-Nedd8-OG deneddylation; 0.38% of 360,000 active; inhibition, % at 12.5 µM; COP9 signalosome complex subunit 5 (Homo sapiens), Q92905;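 active means pattern-corrected inhibition above about 35%, with an unprinted fluorescence ratio check between 0.5 and 1.5, limit read from the data, passing the limit was not always enough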;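 further: 0% = enzyme with substrate and 100% = substrate without enzyme; some results filed as inactive read as strong as hits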
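test system = HEK293T-derived human Csn5 enzyme | amount = 0.24 nM Csn5 enzyme, final concentration | medium = Tris/NaCl/DTT buffer, pH 7.5 | schedule = 90 min reaction at room temperature | signal = FP | evaluation = inhibition of Csn5 cleavage, % | compound dosing = single dose of 12.5 µM compound with 0.25% DMSO | probe or stimulus = 10 nM SCFSkp2-Nedd8OG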
Rpn11 block: Rpn11 (PSMD14) deubiquitinase inhibitors, primary screen, biochemical, fluorescence polarization, uHTS. calls only at 20 µM. 0.59% of 360,000 active. human 26S proteasome, Ub4-pepOG fluorescence polarization; 20S core pre-blocked with epoxomicin;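 active means inhibition at 20 µM, scaled to each plate's controls, above about 33%, limit read from the data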
NadD inh: inhibitors of S. aureus NadD, primary screen, biochemical, colorimetric, uHTS; Nicotinate-nucleotide adenylyltransferase NadD (Staphylococcus aureus N315); purified NadD enzyme, colorimetric absorbance read-out; inhibition, % at 20 µM; 0.78% of 360,000 active; AID 602399, 2012; in the data active means inhibition above about 26%; further: some compounds past the cut are filed as inactive
SUMO1 PPI mod: modulators of SUMO1 protein-protein interactions, primary screen, biochemical, uHTS; SUMO1 binding to a labelled peptide, TR-FRET, 1 h; inhibition, % at 20 µM; 0.33% of 360,000 active; in the data active means inhibition above about 37%
Scp-1 inhibitor: Scp-1 phosphatase inhibitors, primary screen, biochemical, colorimetric, uHTS. Carboxy-terminal domain RNA polymerase II polypeptide A small phosphatase 1 (Homo …. Recombinant Scp1, phosphopeptide, malachite green phosphate absorbance. inhibition, % at 20 µM. 0.88% of 340,000 active;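 active means inhibition above about 50% at 20 µM, limit read from the data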;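 further: plate controls were DMSO wells with enzyme for no effect and wells lacking enzyme for full effect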
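Material – SCP-1 phosphatase catalytic domain, residues 76-261 · Buffer or medium – Acidic Tris acetate buffer with magnesium and detergent · Also added – Phospho 17-mer peptide substrate · Compound – single 20 µM dose, 1% DMSO · Times – 45 min room-temperature reaction, 5 min colour, 30 min stabiliser · Technique – Phosphate-binding colour reagent, absorbance read at 630 nm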
Starred values were filed as active, the others as inactive; i = inactive.

#1 COc1ccc(CCn2c(=S)[nH]c3ccc(N4CCOCC4)cc3c2=O)cc1OC
#2 C=CCOc1ccc(C2C(C#N)=C(N)N(Nc3ccccc3)C3=C2C(=O)CC(C)(C)C3)cc1OC (stereo not drawn)
#3 Cc1cc(/C=C2/C(=N)N3C(=NC2=O)SN=C3S(C)(=O)=O)c(C)n1-c1ccccc1F
#4 CCCn1c(C)nnc1SCC(=O)NC1CCCCC1
#5 NS(=O)(=O)c1ccc(NCc2cc(Cl)ccc2OCc2ccc(F)cc2)cc1
#6 O=[N+]([O-])c1ccc(SCCO)nc1SCCO
#7 O=C(O)CN1C(=O)/C(=C\c2cccc(OCc3ccccc3)c2)SC1=S
#8 COc1ccc(N(CC(=O)NCc2ccc(F)cc2)C(=O)c2snc(C(N)=O)c2N)cc1OC

screen / no. | 1 | 2 | 3 | 4 | 5 | 6 | 7 | 8
Tb MetRS inh | 0.3 | -0.1 | -1.0 | -0.5 | 0.6 | -0.5 | 0.0 | 0.0
DNMT1 block | 11 | -15 | -1 | -1 | -10 | 3 | 4 | 2
MLLE-PAM2 inh | -47 | -5 | 12 | 0 | -3 | -2 | 30 | 7
STEP inh | 13 | 2 | -1 | -3 | 0 | -2 | 11 | -1
LMPTP block | 5.4 | 2.2 | 1.9 | -1.1 | 3.0 | -3.4 | 0.5 | -0.1
CSN inh | -4 | 3 | 4 | -3 | 0 | 5 | 2 | 3
Rpn11 block | i | i | i | i | i | i | i | i
NadD inh | 1 | 3 | 10 | 0 | -8 | -6 | -1 | -9
SUMO1 PPI mod | 23 | -7 | -15 | -6 | -4 | -29 | 8 | -2
Scp-1 inhibitor | 35 | -8 | -1 | -2 | -4 | 8 | 4 | -2

Quoted at random: 2 compounds from above, in no set order.
#8 COc1ccc(N(CC(=O)NCc2ccc(F)cc2)C(=O)c2snc(C(N)=O)c2N)cc1OC
#7 O=C(O)CN1C(=O)/C(=C\c2cccc(OCc3ccccc3)c2)SC1=S

screen / no. | 8 | 7
Tb MetRS inh | 0.0 | 0.0
DNMT1 block | 2 | 4
MLLE-PAM2 inh | 7 | 30
STEP inh | -1 | 11
LMPTP block | -0.1 | 0.5
CSN inh | 3 | 2
Rpn11 block | i | i
NadD inh | -9 | -1
SUMO1 PPI mod | -2 | 8
Scp-1 inhibitor | -2 | 4

The results go on:
#9 O=C(Cc1ccccc1)CC1(O)C(=O)Nc2ccccc21 (stereo not drawn)
#10 CCOC(=O)c1c(CN2CCOCC2)oc2ccc(OC)cc12
#11 COc1cccc(C(=O)Nc2ccc(S(=O)(=O)NCc3ccco3)cc2)c1
#12 COc1ccc(-n2c(N)c(-c3nc4ccccc4n3C)sc2=S)cc1
#13 Cc1c(/C=N\NC(=O)c2cccc(F)c2)cnn1C
#14 COCCNC(=O)/C(C#N)=C/C=C/c1ccccc1
#15 COc1ccc(C(=O)OCC(=O)NC2CC2)cc1S(=O)(=O)N(C)Cc1ccccc1
#16 Cc1ccc(C23CC4CC(CC(C(=O)NC(C)C)(C4)C2)C3)cc1

screen / no. | 9 | 10 | 11 | 12 | 13 | 14 | 15 | 16
Tb MetRS inh | 0.0 | -0.6 | -0.1 | -0.3 | -0.1 | 1.4 | -0.1 | -0.3
DNMT1 block | 0 | -2 | 8 | 9 | 4 | 0 | 1 | 0
MLLE-PAM2 inh | 6 | 6 | -11 | 1 | 3 | 6 | -21 | 0
STEP inh | -2 | -1 | -4 | -10 | 2 | 4 | 3 | -1
LMPTP block | -1.0 | -1.1 | 0.4 | -1.7 | -1.7 | -1.1 | -0.7 | -0.3
CSN inh | 1 | 4 | -2 | 5 | 1 | 2 | 8 | 4
Rpn11 block | i | i | i | i | i | i | i | i
NadD inh | 4 | 4 | -5 | 12 | 1 | 6 | 4 | -3
SUMO1 PPI mod | 2 | 1 | -2 | 1 | 0 | -24 | 13 | 5
Scp-1 inhibitor | -4 | -7 | -4 | 6 | -8 | -9 | -4 | -10

#17 O=C(NC(=S)Nc1ccccc1O)c1ccc(Cl)cc1Cl
#18 Cc1[nH]c(=O)[nH]c1C(=O)CCCCC(=O)OCC(=O)Nc1ccccn1
#19 CCCc1c(C)nc2c(OC)cccc2c1SCC(=O)O
#20 COC(=O)C1CCN(S(=O)(=O)c2c(C)n(C)c(=O)n(C)c2=O)CC1
#21 CCOc1ccccc1/C=N/Nc1nc2ccccc2o1
#22 COC(=O)C1CN(S(=O)(=O)c2ccccc2)CCN1S(=O)(=O)c1ccccc1 (stereo not drawn)
#23 NC(=O)CC(NC(=O)Cc1cccc2ccccc12)c1ccc(NCCc2ccc(F)cc2)c([N+](=O)[O-])c1 (stereo not drawn)
#24 O=C(NCCN1CCOCC1)c1ccc(CSCc2cccc(Cl)c2)o1

screen / no. | 17 | 18 | 19 | 20 | 21 | 22 | 23 | 24
Tb MetRS inh | 2.0 | -0.1 | 0.0 | 0.2 | -0.2 | -0.6 | -0.3 | -0.5
DNMT1 block | -5 | 2 | 1 | -2 | 0 | 3 | 30 | -1
MLLE-PAM2 inh | 37 | -5 | 3 | -3 | -3 | 9 | -22 | -3
STEP inh | -4 | -1 | 4 | 0 | -2 | -3 | 5 | 1
LMPTP block | 1.8 | -0.2 | 0.2 | -1.0 | -0.2 | -1.5 | 2.5 | -1.4
CSN inh | 3 | -2 | 4 | 2 | 0 | -2 | 4 | -1
Rpn11 block | i | i | i | i | i | i | i | i
NadD inh | 3 | -2 | -2 | -3 | -1 | -7 | 4 | -6
SUMO1 PPI mod | -2 | -3 | -2 | 3 | 2 | 1 | -16 | -10
Scp-1 inhibitor | -6 | -8 | -6 | -14 | -5 | -8 | 4 | -9

#25 Cc1nc2nc(N)nc(OCc3ccccc3)c2nc1C
#26 CCOC(=O)C1CCN(C(=O)C(=O)c2cn(CC(=O)N3CCCCCC3)c3ccccc23)CC1
#27 O=C(N/N=C/c1ccsc1)c1ccc2ccccc2n1
#28 Cc1cc(C(=O)OC(C)C(=O)Nc2cccc(S(=O)(=O)N3CCOCC3)c2)c(C)o1 (stereo not drawn)
#29 CCC1=C(OC(=O)N(CC)CC)N2C(=O)OC(=NCCOC)[C@]2(Cc2ccccc2)[C@H]2C1=CC[C@H]1C(=O)N(CC)C(=O)[C@H]12
#30 COc1ccc(NC(=O)COC(=O)c2ccc(N3CCCC3=O)cc2)cc1OC
#31 CCCc1cc(=O)[nH]c(SCC(=O)c2[nH]c(C)c(C(=O)OCC)c2C)n1
#32 CC(=O)Nc1ccc(S(=O)(=O)N2CCCC2)cc1

screen / no. | 25 | 26 | 27 | 28 | 29 | 30 | 31 | 32
Tb MetRS inh | -0.5 | -0.2 | 0.1 | 0.2 | -0.2 | -0.5 | -1.9 | 0.0
DNMT1 block | -2 | -1 | -4 | 0 | -2 | 0 | 13 | 1
MLLE-PAM2 inh | 1 | 13 | 6 | -7 | -1 | -17 | 7 | 1
STEP inh | 1 | -1 | 1 | -3 | -1 | 0 | -3 | 0
LMPTP block | 0.2 | 1.9 | -1.2 | -1.6 | 0.6 | 1.4 | -0.6 | -1.4
CSN inh | 1 | 1 | 3 | 1 | -3 | 4 | 0 | 3
Rpn11 block | i | i | i | i | i | i | i | i
NadD inh | -6 | 4 | -19 | -3 | 1 | 9 | 1 | -6
SUMO1 PPI mod | -11 | -4 | -9 | 2 | 5 | 1 | 2 | -2
Scp-1 inhibitor | -7 | -4 | -6 | 13 | 0 | -2 | -14 | -4

Three of the compounds above, as tab-separated lines.
item	SMILES	Tb MetRS inh	DNMT1 block	MLLE-PAM2 inh	STEP inh	LMPTP block	CSN inh	Rpn11 block	NadD inh	SUMO1 PPI mod	Scp-1 inhibitor
25	Cc1nc2nc(N)nc(OCc3ccccc3)c2nc1C	-0.5	-2	1	1	0.2	1	i	-6	-11	-7
28	Cc1cc(C(=O)OC(C)C(=O)Nc2cccc(S(=O)(=O)N3CCOCC3)c2)c(C)o1 (stereo not drawn)	0.2	0	-7	-3	-1.6	1	i	-3	2	13
26	CCOC(=O)C1CCN(C(=O)C(=O)c2cn(CC(=O)N3CCCCCC3)c3ccccc23)CC1	-0.2	-1	13	-1	1.9	1	i	4	-4	-4

Next section
#33 O=C(Nc1cccc(-c2cn3ccccc3n2)c1)c1cccc(Cl)c1
#34 Cc1cc(OCCCC(=O)N2CCCCC2)cc(C)c1Cl
#35 Cc1ccc(C(=O)NCCNS(=O)(=O)c2ccccc2[N+](=O)[O-])cc1
#36 COc1ccc(C(=O)NCC(c2ccccc2)N2CCCC2)cc1S(=O)(=O)N1CCOCC1 (stereo not drawn)
#37 O=c1oc2cc(O)ccc2cc1S(=O)(=O)c1ccccc1
#38 CC(NC(=O)c1ccco1)C(=O)OC(C)C(=O)NCc1ccccc1 (stereo not drawn)
#39 CN(C)C(=O)C[n+]1ccc(C(N)=O)cc1
#40 COc1ccc(NC(=O)CN2CC(C)OC(C)C2)cc1Cl (stereo not drawn)
#41 O=S(=O)(Nc1cccc(-n2cnnn2)c1)c1cc(Br)ccc1Br

screen / no. | 33 | 34 | 35 | 36 | 37 | 38 | 39 | 40 | 41
Tb MetRS inh | -0.1 | -0.1 | -0.3 | -0.4 | -0.5 | -0.6 | -0.4 | -0.3 | 0.1
DNMT1 block | -9 | -6 | 1 | -5 | 3 | -1 | 0 | -6 | 3
MLLE-PAM2 inh | -14 | -4 | 8 | -6 | 14 | -9 | -7 | -9 | 16
STEP inh | 4 | -4 | 1 | 0 | 2 | -8 | -3 | -1 | 3
LMPTP block | 23 | 0.3 | -1.6 | 7.0 | -0.9 | -0.3 | -1.2 | 0.6 | 0.6
CSN inh | 0 | 4 | 1 | 3 | 3 | 4 | -5 | -8 | 0
Rpn11 block | i | i | i | i | i | i | i | i | i
NadD inh | 1 | -3 | -3 | -4 | -4 | -4 | -3 | -2 | -7
SUMO1 PPI mod | -7 | -4 | -10 | -5 | -10 | -3 | -7 | -3 | 5
Scp-1 inhibitor | 0 | 4 | -3 | -1 | 12 | -5 | 3 | 6 | 1
